# FUS suppressor – suppressors of FUS proteinopathy in yeast; S. cerevisiae FUS-expressing, growth rescue, OD600, 24 h; Potency, µM (titrated, usually from 76.6 µM), inactives show top-dose growth rescue (activation), usual class: activators; 390,000 tested, 0.24% active; AID 1347120;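 note: plate controls were DMSO vehicle for no effect and reference control for full effect; nearly all actives have a fitted effect of over 55% in size; some results filed as inactive show a strong effect at the top dose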
#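 Yeast expressing FUS under galactose induction, OD 0.005 in 2% galactose medium; compounds in a dilution series, 24 h at 30C. Growth rescue by absorbance at 600 nm; CP55940 positive control, DMSO negative.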
# EPAC2 antag – antagonists of human EPAC2. AID 720708. 360,000 tested, 0.18% active. Q8WZA2. EPAC2 GEF exchange of Rap1B-BODIPY-GDP, fluorescence. Potency, µM (series often up to 114 µM), without a hit: at the highest dose activity, negative = inhibition, most hits filed as inhibitors; note: % is set by controls: 0 for no effect and ±100 for the full control effect; nearly all actives have a fitted effect of over 45% in size; many of its hits are not listed in these tables
# TDP-43 yeast inh – inhibitors of TDP-43 toxicity in yeast; TDP-43 expressing yeast growth rescue, BacTiter-Glo, 24 h; Potency, µM (highest dose often 46.1 µM), for the others: at the highest dose growth rescue (activation), actives largely listed as activators; 410,000 tested, 1.8% active; note: % of control where 0% means no effect; nearly all actives have a fitted effect of over 50% in size
#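 Growth rescue of TDP-43-toxic yeast measured as ATP luminescence (BacTiter-Glo). Cells grown to mid-log in raffinose, induced in galactose at OD600=0.02, exposed to compound 24 hr at 30 deg C.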
# EPAC1 agonist – EPAC1 (human) agonism; O95398; 360,000 tested, 0.073% active; AID 720707; EPAC1 agonist qHTS, biochemical assay; response scale: 100% = response to 6.5 mM cAMP; Potency, µM (top dose mostly 154 µM), for inactives: at the highest dose activation, actives largely listed as activators; note: nearly all actives have a fitted effect of over 60% in size
#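 Nucleotide exchange assay: 100 nM EPAC1 with 250 nM Rap1B loaded with BODIPY-GDP and 50 uM GDP, room temperature. Fluorescence (480/540 nm) read every 5 min for 30 min; signal change normalized to 6.5 mM cAMP as full agonist.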
# EPAC1 antag – EPAC1 (human) antagonism. 360,000 tested, 0.14% active. O95398. EPAC1 GEF assay, Rap1b-BODIPY-GDP exchange fluorescence. Potency, µM (top dose mostly 115 µM), without a hit: at the highest dose activity change, negative = inhibition, hits mostly inhibitors;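 note: plate controls were vehicle for no effect and positive control for full effect; nearly all actives have a fitted effect of over 50% in size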
# aSyn rescue – inhibitors of alpha-synuclein toxicity in yeast. Yeast expressing alpha-synuclein, growth rescue, BacTiter-Glo, 24 h. Potency, µM (top dose mostly 46.1 µM), inactives show top-dose growth rescue (activation), actives largely listed as activators. 370,000 tested, 0.14% active; note: % of control where 0% means no effect; nearly all actives have a fitted effect of over 65% in size
#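 Galactose-induced alpha-syn yeast (OD600=0.02, raffinose-pregrown) + pinned cpd, 24 hr, 30 deg C; growth by BacTiter-Glo luminescence. Growth restoration scores as activation.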
# EPAC2 agonist – activates human EPAC2 exchange factor | EPAC2 activation, biochemical qHTS; response scale: 100% = 6.5 mM cAMP response | Q8WZA2 | AID 720711 | 360,000 tested, 0.079% active | Potency, µM (highest dose often 154 µM), for inactives: at the highest dose activation, usual class: activators; note: nearly all actives have a fitted effect of over 50% in size
#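 Setup: EPAC2 100 nM, labeled Rap1B complex 250 nM, free GDP 50 uM. Compound titrations pinned in, brief spin, 5 min room temperature incubation. Kinetic fluorescence read over 30 min, normalized to 6.5 mM cAMP.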
# PTHR1 agonist – activates the human parathyroid hormone receptor PTHR1; Potency, µM (doses to about 115 µM), for inactives: at the highest dose activation, usual class: activators; 410,000 tested, 0.075% active; HEK293 GP2 PTHR1 cells, GloSensor cAMP luminescence, 1 h; note: nearly all actives have a fitted effect of over 55% in size; some results filed as inactive show a strong effect at the top dose; inactives centre near -15; many of its hits are not listed in these tables
# Target sequence (Q03431 whole entry, looked up): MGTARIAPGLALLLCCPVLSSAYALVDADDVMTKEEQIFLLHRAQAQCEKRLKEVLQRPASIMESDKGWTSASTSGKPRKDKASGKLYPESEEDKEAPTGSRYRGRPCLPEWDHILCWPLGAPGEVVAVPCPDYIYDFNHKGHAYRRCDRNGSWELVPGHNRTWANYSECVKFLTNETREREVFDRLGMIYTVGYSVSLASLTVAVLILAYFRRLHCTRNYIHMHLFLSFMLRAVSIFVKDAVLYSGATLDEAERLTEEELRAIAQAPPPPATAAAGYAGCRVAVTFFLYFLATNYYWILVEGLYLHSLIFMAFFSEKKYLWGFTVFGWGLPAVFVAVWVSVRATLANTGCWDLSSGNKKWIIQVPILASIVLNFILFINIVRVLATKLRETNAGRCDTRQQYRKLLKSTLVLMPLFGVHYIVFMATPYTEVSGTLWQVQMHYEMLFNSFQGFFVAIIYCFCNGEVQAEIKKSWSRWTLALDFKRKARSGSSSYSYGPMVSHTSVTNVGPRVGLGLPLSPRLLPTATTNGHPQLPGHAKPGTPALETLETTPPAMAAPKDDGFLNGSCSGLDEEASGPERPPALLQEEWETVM
#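 HEK-293-derived GP2 cells expressing PTHR1 and a GloSensor cAMP reporter, 3,000/well, plated overnight, given luciferin plus IBMX (each 0.5 mM as added) for 1 h at 37 °C, then compound for 1 h at 37 °C. Luminescence was read after 15 min at room temperature.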
# * marks the source's active call; other numbers are inactive results; i = inactive; u = inconclusive; x = no result given; & = joins results of further samples; [ ] = dose if it differs, or a comment. Calls come from the whole dose curve; as a rule, active = well fitted curve in the direction sought with a large enough effect; inconclusive = small, poorly fitted or top-dose-only effect, or another doubt; inactive = no such curve, though single readings can be large; an effect the other way counts as inactive or inconclusive. Potency is the fitted concentration of half-maximal effect.
SMILES,FUS suppressor,EPAC2 antag,TDP-43 yeast inh,EPAC1 agonist,EPAC1 antag,aSyn rescue,EPAC2 agonist,PTHR1 agonist
C=CCn1c(SCc2nc3ccccc3[nH]2)nnc1-c1ccc(OC)cc1,26%,-2%,-10%,-2%,-1%,18%,0%,-12%[57.5 µM]
O=C(c1ccco1)N1CCN(C(=O)c2cnn(-c3ccc(F)cc3)c2-n2cccc2)CC1,2%,3%,22%,9%,-5%,0%,-4%,-42%[inhibitor]
O=C(Nc1ccc(Cl)cc1)c1cc2c(cc1O)[nH]c1ccccc12,5%,-6%,4µM*,22%,-10%,-13%,26%,-37%
CC(C)CN(C(=O)COC(=O)C12CC3CC(CC(C3)C1)C2)c1c(N)n(Cc2ccccc2)c(=O)[nH]c1=O,3%,-4%,-8%,6%,7%,-4%,-10%,-14%
CCOC(=O)N1CCN(C(=O)CNC(=O)c2ccc(Br)cc2)CC1,5%,11%,-17%,-1%,4%,0%,-1%,-6%
O=C(CSc1nnc(NC(=O)c2ccccc2F)s1)Nc1ccccc1F,14%,7%,13%,5%,-2%,0%,-9%,-13%
N/C(=N\c1nc2ccccc2o1)NC(=O)c1ccccc1,19%,6%,15%,4%,-4%,2%,1%,-5%
CCN(c1ccccc1)S(=O)(=O)c1cc2c(cc1C)n(C)c(=O)c(=O)n2C,2%,-9%,8%,-8%,-24%,8%,0%,-5%
Cc1ccc(S(=O)(=O)N(C)C)cc1NC(=O)COC(=O)c1n[nH]c(=O)c2ccccc12,8%,-2%,4%,12%,-8%,-2%,4%,i
CC(C)c1ccc(S(=O)(=O)N2CCN(CC(=O)Nc3ccc(Cl)cc3F)CC2)cc1,-2%,-15%,-13%,-13%,-11%,0%,-8%,-10%

# 3 of the compounds above, tab-delimited.
smiles	FUS suppressor	EPAC2 antag	TDP-43 yeast inh	EPAC1 agonist	EPAC1 antag	aSyn rescue	EPAC2 agonist	PTHR1 agonist
N/C(=N\c1nc2ccccc2o1)NC(=O)c1ccccc1	19%	6%	15%	4%	-4%	2%	1%	-5%
CCN(c1ccccc1)S(=O)(=O)c1cc2c(cc1C)n(C)c(=O)c(=O)n2C	2%	-9%	8%	-8%	-24%	8%	0%	-5%
O=C(c1ccco1)N1CCN(C(=O)c2cnn(-c3ccc(F)cc3)c2-n2cccc2)CC1	2%	3%	22%	9%	-5%	0%	-4%	-42%[inhibitor]

# (more compounds)
SMILES,FUS suppressor,EPAC2 antag,TDP-43 yeast inh,EPAC1 agonist,EPAC1 antag,aSyn rescue,EPAC2 agonist,PTHR1 agonist
CCCc1nc(SCC(=O)N2CCC(C)CC2)c2c(=O)n(C)c(=O)n(C)c2n1,33%,-17%,u,2%,10%,u,1%,-21%
CCc1c(C)c(C#N)c2nc3ccccc3n2c1N(C)C,-19%,0%,-6%,4%,-5%,-6%,2%,-13%[57.5 µM]
Cc1cc(C)nc(/N=C(\N)Nc2ccc(CC(=O)OC(C)C)cc2)n1,7%,1%,-4%,5%,-6%,-5%,0%,-26%
CCOc1cccc(-c2nnc3sc(COc4ccc(C)cc4)nn23)c1,-10%,-6%,11%,-2%,12%,13%,-6%,-3%
COc1ccc(C(=O)n2nc(-c3ccc(Cl)cc3)nc2N)cc1OC,-25%,0%,7%,8%,-1%,2%,-4%[15.6 µM],i
CC(C)(C)NC(=O)Cn1c(SCC(N)=O)nc2ccccc21,6%,4%,6%,-7%,-13%,0%,-1%,i
CCOC(=O)C1=CNS(=O)(=O)NC1c1ccc(C(F)(F)F)cc1 (stereo not drawn),9%,2%,8%,5%,-8%,5%,-17%,i
CNC(=S)Nc1ccc2nc(C)c(C)nc2c1,7%,6%,-17%,-2%,-1%,-3%,-5%,-11%[57.5 µM]
O[C@@H]1C[C@H](c2ccccc2)N(Cc2cccs2)C[C@H]1n1cc(C2CC2)nn1,34%,-8%,0%,-9%,-7%,3%,7%,i
CCOC(=O)N1CCC(Nc2c(NCCCN3CCN(C4CCCCC4)CC3)c(=O)c2=O)CC1,-21%,7%[57.1 µM],-24%,-10%,8%,2%,-3%,-21%

# Three entries picked at random from the list so far, as already listed:
SMILES,FUS suppressor,EPAC2 antag,TDP-43 yeast inh,EPAC1 agonist,EPAC1 antag,aSyn rescue,EPAC2 agonist,PTHR1 agonist
CC(C)(C)NC(=O)Cn1c(SCC(N)=O)nc2ccccc21,6%,4%,6%,-7%,-13%,0%,-1%,i
CCOC(=O)C1=CNS(=O)(=O)NC1c1ccc(C(F)(F)F)cc1 (stereo not drawn),9%,2%,8%,5%,-8%,5%,-17%,i
COc1ccc(C(=O)n2nc(-c3ccc(Cl)cc3)nc2N)cc1OC,-25%,0%,7%,8%,-1%,2%,-4%[15.6 µM],i

# Complete entries, quoted from the list. Screens in order: FUS suppressor, EPAC2 antag, TDP-43 yeast inh, EPAC1 agonist, EPAC1 antag, aSyn rescue, EPAC2 agonist, PTHR1 agonist
# `Cc1cc(C)nc(/N=C(\N)Nc2ccc(CC(=O)OC(C)C)cc2)n1` reads 7%, 1%, -4%, 5%, -6%, -5%, 0%, -26%
# `CCCc1nc(SCC(=O)N2CCC(C)CC2)c2c(=O)n(C)c(=O)n(C)c2n1` reads 33%, -17%, u, 2%, 10%, u, 1%, -21%

# Continuation.
SMILES,FUS suppressor,EPAC2 antag,TDP-43 yeast inh,EPAC1 agonist,EPAC1 antag,aSyn rescue,EPAC2 agonist,PTHR1 agonist
CCOC(=O)C1(CCOc2ccccc2)CCN(Cc2ccc(OCCO)cc2)CC1,5%,0%,10%,6%,-5%,-1%,11%,-27%
COc1ccc(C(=O)O)cc1S(=O)(=O)N1CCN(c2ccccn2)CC1,-2%,8%,-4%,4%,-6%,-1%,7%,19%
CC(=O)c1nccs1,-21%,4%,19%,-17%,-16%,-6%,4%,-24%
COc1ccc(C(C)=O)cc1Cn1c(C)c(C(=O)NCc2ccc(C(F)(F)F)cc2)sc1=O,29%,-1%,0%,-4%,u,-9%,4%,i
COc1ccc(CCC(C)N2CCc3ccccc3C2)cc1 (stereo not drawn),-6%,3%,6%,-3%,-9%,-4%,5%,i
CCN1CCN(CCCNC(=O)c2cc3cc4ccc(OC)cc4nc3o2)CC1,8%,10%,-6%,-11%,-4%,-1%,-6%,i
Cc1c(/C=N/Nc2ccc(C(=O)O)cc2)c2ccccc2n1C,1%,-13%,17%,4%,0%,12%,8%,-8%
O=C(Nc1ccc(O)c2c(=O)cc(-c3ccccc3Cl)oc12)c1cccc(Cl)c1,-2%,-5%,-6%,0%,7%,19%,2%,20%
O=C(CSc1ccccn1)Nc1ccc2c(c1)OCCO2,5%,-21%,-2%,5%,-26%,2%,16%,-28%
COC(=O)c1cc(S(=O)(=O)N2CCOCC2)c(N2CCOCC2)cc1N1CCOCC1,32%,3%,-12%,-2%,-7%,0%,14%,u
NC(=O)/C(N=Nc1ccccc1)=N/Nc1ccccc1,-19%,11%,u,-4%,8%,u,7%,-24%
CC(C(=O)NCC1CCCO1)c1ccc([N+](=O)[O-])cc1 (stereo not drawn),12%,-1%,-1%,-1%,-2%,-5%,7%,1%
Cc1nc2ccc(NC(=O)/C=C/C(=O)O)cc2nc1C,33%,2%,24%[9.22 µM],-5%,-20%,u,-4%,i
CC(C)NC(=O)C1(C)CCN1Cc1cccc(C#N)c1 (stereo not drawn),-32%,7%,0%,7%,-9%,-2%,7%,i
COC(=O)C[C@@H]1CC[C@H](NC(=O)Nc2cccc(F)c2)[C@@H](CO)O1,-10%,-8%,0%,-1%,8%,7%,-2%,i
Cc1ccc(-c2nc3sc4c(N)ncnc4c3c3c2CCCC3)cc1,0%,1%,18%,4%,7%,x,-2%,13%
Cc1ncc2c(n1)NC(=O)NC2,-19%,3%,-7%,3%,-23%,10%,4%,-17%
COc1ccc(CCNC(=O)c2ccc3c(c2)N(Cc2ccc(F)cc2)CCS3)cc1OC,u,-7%,6%&12%,-1%,u,16%,9%,-7%&-21%
COc1ccc2ccccc2c1CNC(C)CCc1ccccc1 (stereo not drawn),1%,3%,-8%,1%,-21%,3%,2%,i
CCN(CC(=O)Nc1c(C(=O)OC)[nH]c2ccc(Cl)cc12)c1ccc2c(c1)OCO2,u,2%,16%,14%,-9%,17%,0%[15.6 µM],-3%[57.5 µM]
COc1ccc(Cc2c(O)nc(SCC(=O)c3ccc(OC)cc3)[nH]c2=O)cc1,-6%,-22%,18%,3%,2%,-2%,-3%,-1%
CC1=C(C(=O)OCc2ccccc2)C(c2ccccc2OC(F)F)NC(=O)N1 (stereo not drawn),-8%,-9%,-26%,12%,-2%,-1%,4%,4%[57.5 µM]
C1CCN(CCC2CCCCN2)CC1 (stereo not drawn),7%,-3%,16%,-6%,1%,0%,8%,i
CCOC(=O)C1C(=O)N(O)CC1c1cccc(Oc2ccccc2)c1 (stereo not drawn),1%,1%,17%,-5%,4%,4%,-3%,-21%
CCN(CC)S(=O)(=O)c1cccc(C(=O)N[C@H](C(=O)OCC(=O)NC(=O)NC)C(C)C)c1,25%,0%,-9%,-9%,-3%,1%,-1%,0%

# This is a subset. The share of hits here may be higher or lower than overall.
